D1 ag – agonists of human D1 dopamine receptor | AID 504660 | P21728 | activation, % at 2 µM | HEK293 T-REx D1 cells, calcium flux, agonist mode | hit rate 1% among 360,000; in the data active = activation above about 30%; note: 0% is about no effect
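Agonism was scored from calcium flux recorded over 180 s (1 read/s) after pintool compound addition, following a 10-cycle baseline. Cells were inducible force-coupled HEK293 TREx D1, plated overnight at 30 C and loaded with no-wash calcium dye.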
D1 antag – human D1 dopamine receptor antagonism. P21728. HEK293 TREx D1 cells, calcium flux, dopamine EC80; hits give low values. activity change, negative = inhibition, % at 10 µM. hit rate 3.2% among 360,000; in the data active = activity change below about -30%; note: % is set by controls: 0 for no effect and ±100 for the full control effect
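HEK293 T-REx cells expressing inducible, force-coupled D1 receptor; no-wash Ca dye, 30–90 min RT. Cmpd → 180 s read at 1 Hz → EC80 DA → 180 s read.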
Vif-A3F inh – Vif-A3F binding inhibition; AID 602313; Potency, µM (doses to about 46.1 µM), without a hit: top-dose activity, negative = active; hit rate 0.2% among 390,000; HeLa A3F-eYFP + Vif (tagged APOBEC3F with the HIV-1 protein that degrades it), YFP fluorescence increase; note: potency is the fitted concentration of half-maximal effect; % of control where 0% means no effect; nearly all actives have a fitted effect of over 65% in size
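HeLa cells stably expressing Vif plus C-terminally eYFP-tagged A3F were seeded, incubated overnight at 37 deg C, dosed with compound, incubated overnight again at 37 deg C. Yellow fluorescence (Ex 488/Em 500-530) reported blocked Vif-mediated A3F-eYFP degradation.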
D1 PAM – potentiators of human D1 dopamine receptor; HEK293 TREx D1 cells, calcium flux, dopamine EC20 potentiation; potentiation, % at 10 µM; hit rate 0.036% among 360,000; in the data active = potentiation above about 30%; note: 0% is about no effect
Vif-APOBEC3G blk – inhibitors of Vif-APOBEC3G interaction; HeLa A3G-eYFP + Vif (tagged APOBEC3G with the HIV-1 protein that degrades it), YFP fluorescence, overnight; hit rate 0.076% among 410,000; Potency, µM (top dose mostly 46.1 µM), without a hit: at the highest dose activity, negative = active, actives largely listed as inhibitors; Q9HC16; AID 602310;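 note: potency is the fitted concentration of half-maximal effect; % is set by controls: 0 for no effect and ±100 for the full control effect; nearly all actives have a fitted effect of over 60% in size; hits raise eYFP signal because A3G escapes Vif-driven loss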
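HeLa cells stably expressing Vif and C-terminally eYFP-tagged A3G, seeded overnight at 37 deg C, then exposed to compound by pintool overnight at 37 deg C. Rise in yellow fluorescence (Ex 488/Em 500-530, Acumen) marks blocked Vif-driven A3G degradation.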
GRP78 ERSR act – inducers of ER stress response in human glioma cells; Potency, µM, for inactives: at the highest dose activation, most hits filed as activators; U87-MG GRP78 promoter luciferase reporter, 16 h; AID 602332; hit rate 0.02% among 420,000; note: potency is the fitted concentration of half-maximal effect; series mostly up to about 76 µM; % of control where 0% means no effect; nearly all actives have a fitted effect of over 35% in size
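Stably transfected U87-MG human glioma cells carrying a GRP78-based luminescent sensor were seeded at 1000 cells/well, pin-dosed with compounds and incubated 16 h. Luciferase reagent was then added, and end-point luminescence was read after 10 min at room temperature.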
RXFP1 antag – blocks the human relaxin receptor RXFP1 | activity change, negative = inhibition, % at 57.5 µM | hit rate 0.59% among 350,000 | Q9HBX9 | HEK293-RXFP1, relaxin-stimulated cAMP HTRF, 30 min; hits give low values;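 active = activity change of -60% or lower, but not beyond a set lower limit; inconclusive = change between -60% and -40%, or beyond the set limit; inactive = change above -40%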; note: % is set by controls: 0 for no effect and ±100 for the full control effect
Target sequence (Q9HBX9 whole entry, looked up): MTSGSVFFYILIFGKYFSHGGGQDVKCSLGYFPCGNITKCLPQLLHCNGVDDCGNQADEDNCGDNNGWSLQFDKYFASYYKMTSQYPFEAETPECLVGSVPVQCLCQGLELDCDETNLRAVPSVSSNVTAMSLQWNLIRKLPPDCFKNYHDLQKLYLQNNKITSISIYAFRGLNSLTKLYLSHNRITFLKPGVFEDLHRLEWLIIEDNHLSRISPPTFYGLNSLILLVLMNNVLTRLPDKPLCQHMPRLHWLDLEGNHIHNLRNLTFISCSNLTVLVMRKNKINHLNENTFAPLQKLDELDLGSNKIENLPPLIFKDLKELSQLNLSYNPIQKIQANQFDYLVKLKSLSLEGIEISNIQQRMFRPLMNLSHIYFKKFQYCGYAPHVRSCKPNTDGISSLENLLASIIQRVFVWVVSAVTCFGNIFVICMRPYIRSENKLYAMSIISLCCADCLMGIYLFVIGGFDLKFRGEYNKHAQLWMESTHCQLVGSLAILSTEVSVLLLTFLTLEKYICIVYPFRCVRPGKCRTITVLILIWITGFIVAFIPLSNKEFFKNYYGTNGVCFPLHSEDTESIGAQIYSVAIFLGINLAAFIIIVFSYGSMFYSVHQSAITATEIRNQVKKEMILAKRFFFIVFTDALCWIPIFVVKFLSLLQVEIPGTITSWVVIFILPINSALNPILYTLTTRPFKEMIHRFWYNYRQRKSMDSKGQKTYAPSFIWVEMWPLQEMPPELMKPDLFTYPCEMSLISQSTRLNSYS
D2 potentiator – positive allosteric modulators of human D2 dopamine receptor. P14416. HEK293 T-REx D2, calcium flux, EC20 dopamine potentiation. potentiation, % at 10 µM. hit rate 0.34% among 340,000;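 active = potentiation over 3 SD above the plate norm, cut at about 30% in these data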; note: 0% is about no effect
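Cells plated with tetracycline inducer and held overnight at 30 C; calcium dye loaded 30–90 min at room temperature; baseline taken, compound added and read 180 s; EC20 dopamine then added and read 180 s.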
RXFP1 ag – agonists of human relaxin receptor RXFP1; Q9HBX9; HEK293T-RXFP1 cAMP TR-FRET, 30 min; response scale: percent of porcine relaxin response, buffer zero; Potency, µM (series often up to 57.5 µM), without a hit: at the top dose activation, hits mostly activators; hit rate 0.3% among 370,000; AID 2676; note: potency is the fitted concentration of half-maximal effect; % is set by controls: 0 for no effect and ±100 for the full control effect; nearly all actives have a fitted effect of over 60% in size; many of its hits are not listed in these tables
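Agonist response is measured as cAMP accumulation in an RXFP1-transfected HEK293T line under PDE4 inhibition. Values are scaled between buffer-only and 29 nM porcine relaxin, and EC50s come from standard Hill equation fits.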
Numbers without * were called inactive; ? = inconclusive; . = not tested or not shown; & = joins results of further samples. Unless noted, calls come from the whole dose curve; as a rule, active = well fitted curve in the direction sought with a large enough effect; inconclusive = small, poorly fitted or top-dose-only effect, or another doubt; inactive = no such curve, though single readings can be large; an effect the other way counts as inactive or inconclusive.

compound	D1 ag	D1 antag	Vif-A3F inh	D1 PAM	Vif-APOBEC3G blk	GRP78 ERSR act	RXFP1 antag	D2 potentiator	RXFP1 ag
O=C(Nc1cc(C(F)(F)F)ccc1Cl)c1ccncc1	0	6	1%	-3	3%	-3%	-6	4	-3.0%
Cc1cc(C)c(NC(=O)CNC(=O)c2cc([N+](=O)[O-])ccc2N2CCOCC2)c(C)c1	2	9	18%	-2	1%	-4%	-11	.	0.0%
O=C(c1ccc(S(=O)(=O)Cc2ccccc2F)c([N+](=O)[O-])c1)N1CCCC1	2	-8	6%	-8	6%	5%	-10	-6	0.9%
CCC1(C)Cc2c(sc(NC(=S)NC(=O)c3ccccc3)c2C#N)CO1 (stereo not drawn)	0	8	8%	2	3%	9%	0	13	-0.1%
C/C=C/C=C/C(=O)O	-2	.	2%	0	-1%	-1%&-2%	.	12	-0.2%
Nc1ccc(-n2nncc2-c2ccccc2)cc1	0	4	3%	-4	-4%	0%	-24	-6	-0.3%
Cc1cccc(-c2noc(CCCOc3ccc(Cl)cc3Cl)n2)c1	19	.	.	0	1%	-2%	1	-2	1.1%
CCc1ccc(Oc2coc3cc(OC(=O)c4cc5ccccc5oc4=O)ccc3c2=O)cc1	7	-33*	-1%	-4	-1%	5%	.	9	1.5%
Cn1nnnc1Sc1ncnc2scc(-c3ccc(C(F)(F)F)cc3)c12	2&-4	8	0%	9&0	?	-13%	.	-5	0.4%
Cc1cccc(OCC(=O)Nc2ccc(Cl)c(-c3nc4ncccc4o3)c2)c1C	2	14	-6%	-6	-5%	-3%	.	12	0.3%
COc1ccc(NC(=O)/C(C#N)=C\c2ccc(OCc3ccc(C(=O)O)cc3)c(OC)c2)cc1	2	0	2%	-4	-17%	1%	-5	11	-0.3%
CCN(CC)CCNCc1cc(Br)ccc1OCC(=O)NCc1ccccc1	12	-5	11%	-12	2%	1%	6	-3	1.3%
COc1ccc(C)cc1NC(=O)c1cc(S(=O)(=O)N2CCCC2)cn1C	-1	8	2%	-1	0%	0%	-23	5	1.4%
CCC(=O)NC(NCC1CCCO1)C(Cl)(Cl)Cl (stereo not drawn)	2	-13	-17%	-2	-4%	2%	-20	2	1.0%
Cc1cc(Sc2ccc(Cl)cc2)nc2ccccc12	2	3	1%	-1	-4%	3%	-1	-6	19%
CCOc1ccc(C2CC(c3cccc(OC)c3OC)n3nnnc3N2)cc1Cl (stereo not drawn)	1	-5	-3%	-1	-2%	-3%	-11	25	0.8%
CCc1noc(C)c1C(=O)Nc1cc(Cl)ccc1-n1cncn1	4	2	10%	-5	-1%	-5%	-3	-4	0.8%
O=c1oc2ccccc2cc1N1CCOCC1	4	17	2%	-5	2%	-1%	5	.	0.3%
COCCNC(=O)CN(c1ccc(C)cc1)S(=O)(=O)c1ccccc1	-1	-5	0%	1	-2%	-3%	-6	-12	-1.4%
COCCCNC(=O)CCC(=O)Nc1ccc2nc(N3CCOCC3)cc(C)c2c1	1	-8	-13%	1	3%	2%	10	-11	-0.7%

compound	D1 ag	D1 antag	Vif-A3F inh	D1 PAM	Vif-APOBEC3G blk	GRP78 ERSR act	RXFP1 antag	D2 potentiator	RXFP1 ag
COc1ccc(/C=C2\C(=O)NCC(=O)N2Cc2ccccc2)cc1	1	-6	-7%	-3	?	-4%	-17	4	-0.4%
c1ccc2c(c1)nc(N1CCOCC1)c1ccccc12	5	11	14%	7	-2%	0%	-20	14	-0.4%
C[C@@H](C(=O)Nc1cccc(S(=O)(=O)N2CCOCC2)c1)N1C(=O)C2CC=CCC2C1=O (stereo partly drawn)	-1	51	15%	4	0%	-3%	-2	7	-1.0%
CCOC(=O)C(CC)/C(C)=N\NC(=O)CCC(=O)Nc1ccc(Cl)cc1Cl (stereo not drawn)	0	-5	-4%	-5	1%	-5%	8	3	-1.4%
O=C(c1ccco1)N1CCN(C(=O)N2c3ccccc3Sc3ccccc32)CC1	2	14	-7%	3	-22%	-4%	-3	9	3.7%
Cc1cccc2cc(CN(CCCN(C)C)C(=S)NCCc3ccccc3)c(=O)[nH]c12	31*	6	-14%	-3	-1%	-1%	-5	-11	-0.6%
O=C(NN1CCOCC1)c1cc(-c2cccs2)nc2ccccc12	0	-17	11%	-11	0%	3%	-1	11	5.9%
Cc1ccc(C)c(CSc2nc3ncccc3[nH]2)c1	0	0	-1%	2	1%	-1%	10	2	-1.4%
Cc1cccc(C)c1OCC(=O)N/N=C/c1ccc2c(c1)OCO2	2	-13	-7%	-11	?	4%	-6	-2	4.2%
COc1ccc(C(=O)O)cc1NC(=S)NC(=O)/C=C/c1ccc(C(C)C)cc1	0	7	7%	-7	-11%	6%	-34	5	-2.9%
C[C@H](NC(=O)[C@@H]1CSC2c3ccccc3C(=O)N21)C(=O)NCc1c(F)cccc1Cl (stereo partly drawn)	5	-17	0%	4	4%	-4%	-11	7	-1.8%
O=C(c1ccc(S(=O)(=O)Nc2ccccc2F)cc1)N1CCN(c2ccccc2O)CC1	7	-9	3%	1	-5%	-3%	-22	-1	1.3%
COC(=O)c1c(O)c2c([nH]c1=O)CCCC2	0	1	-3%	-1	2%	0%	7	0	0.9%
Cc1nn(C(=O)c2ccccc2F)c(C)c1S(=O)(=O)N1CCOCC1	1	-10	-2%	3	0%	-4%	.	-5	-0.3%
COc1ccc(C(=O)CN2C(=O)N(c3cc(C)cc(C)c3)S(=O)(=O)c3ccccc32)cc1	4	21	-11%	-2	-1%	-3%	-8	4	0.3%
CC(=O)N1CCN(c2ccc(NCc3ccc4c(c3)OCO4)cc2)CC1	18	-11	1%	7	2%	-1%	-21	-1	-1.5%
CCCCCCSc1cc(-c2nc3cc(C)ccn3c2NCCCC)ccc1OC	4	25	-29%	6	2%	0%	.	-4	8.2%
O=C(Oc1ccc2c3c(c(=O)oc2c1)CCC3)c1ccccc1[N+](=O)[O-]	0	1	.	-3	.	.	.	7	0.8%
O=C1c2ccc(Oc3ccc([N+](=O)[O-])cc3)cc2C(=O)N1CCCO	7	-37*	13%	3	0%	-2%	7	0	-1.9%
COCCN(C)Cc1nc(C(c2ccccc2)c2ccccc2)no1	3	0	2%	0	-5%	0%	5	5	0.4%

Not a retest: two of the compounds above.
compound	D1 ag	D1 antag	Vif-A3F inh	D1 PAM	Vif-APOBEC3G blk	GRP78 ERSR act	RXFP1 antag	D2 potentiator	RXFP1 ag
O=C1c2ccc(Oc3ccc([N+](=O)[O-])cc3)cc2C(=O)N1CCCO	7	-37*	13%	3	0%	-2%	7	0	-1.9%
COCCN(C)Cc1nc(C(c2ccccc2)c2ccccc2)no1	3	0	2%	0	-5%	0%	5	5	0.4%

New compounds follow.
compound	D1 ag	D1 antag	Vif-A3F inh	D1 PAM	Vif-APOBEC3G blk	GRP78 ERSR act	RXFP1 antag	D2 potentiator	RXFP1 ag
CCCn1c(C)cc(/C=C(\C#N)C(=O)OCC(=O)Nc2cc(OC)c(OC)c(OC)c2)c1C	-1	1	-6%	-3	0%	2%	8	19	1.5%
Cn1nnnc1SCCCNCc1ccc(Cl)cc1	8	-12	3%	3	-5%	-2%	-4	-17	6.4%
Cc1nnsc1-c1onc(C)c1C(=O)O/N=C/c1ccc(Cl)cc1	2	2	2%	-4	1%	-2%	12	-3	-0.5%
COc1ccc(/C(O)=C2/C(=O)C(=O)N(Cc3ccco3)C2c2cccs2)cc1 (stereo not drawn)	1	-6	1%	0	-7%	-1%	27	11	?
CCN1CCC(C(N)=O)CC1	0	1	-18%	14	0%	-5%	-5	-8	0.5%
CCn1nnc2cc(C(=O)Nc3cc(Cl)ccc3C)ccc21	3	6	5%	4	0%	3%	9	3	-1.9%
Cc1ccc(C(=O)NCC(=O)OCC(=O)c2c(N)n(C)c(=O)n(C)c2=O)cc1C	.	.	-5%	.	0%	0%	-13	.	.
COC(=O)c1ccc(OC(=O)c2cccs2)cc1	5	-13	6%	-5	4%	-1%	-26	-8	-0.4%
COc1ccc(CCNC(=O)c2cnn(-c3ccc(C)c(C)c3)c2NC(=O)c2ccco2)cc1OC	0	7	-10%	-1	-3%	-3%	2	-8	1.9%
COc1ccc(Nc2nc3ccccc3nc2NS(=O)(=O)c2ccc(NC(C)=O)cc2)cc1	1	1	-11%	-4	-9%	12%	-16	22	10.0%
O=C(COC(=O)/C=C/c1ccccc1Cl)NC1CCCCCC1	3	3	-11%	-8	3%	-2%	-11	8	1.1%
CCOC(=O)N1CCc2c(sc3c2c(=O)n(Cc2ccccc2)c(=O)n3Cc2cccc(Cl)c2)C1	3	4	-20%	-3	-8%	5%	2	.	4.1%
CC(C)c1ccc(C2Sc3ccccc3NC3=C2C(=O)c2ccccc23)cc1 (stereo not drawn)	0	-4	.	-2	.	.	-5	-1	0.3%
O=C(Cc1ccc(-n2c(=O)c3ccccc3n(Cc3ccc(F)cc3)c2=O)cc1)NCC1CCCO1 (stereo not drawn)	0	0	11%	-1	-9%	-3%	-19	11	4.3%
COc1ccc(/C=N/n2cnn(Cc3ccccc3Cl)c2=S)cc1OC	12	-20	-6%	-6	-3%	3%	2	6	0.4%
O=C(NC1CCCC1)c1ccc2c(=O)n(Cc3ccccc3)c(SCc3cccc([N+](=O)[O-])c3)nc2c1	2	18	4%	0	-2%	-3%	7	-4	-0.4%
Cc1oc(-c2ccc(Cl)cc2)nc1CS(=O)CC(=O)NCCCN1CC(C)CC(C)C1 (stereo not drawn)	0	-28	0%	-11	-5%	-7%	-20	1	-0.7%
CN1CCN(c2ccc(S(=O)(=O)N3CCCCC3)cc2NC(=O)Cc2ccccc2F)CC1	5	6	-11%	4	1%	-4%	-1	3	1.4%
O=C(CCCN1C(=O)/C(=C\c2cccs2)SC1=S)NNC(=O)c1cccnc1	2	-13	0%	-8	9%	-7%	6	.	-1.4%
O=C(COc1ccc(Br)cc1Cl)NC(=O)NC1CCCC1	6	-3	-24%	4	-2%	0%	-37	0	-1.0%
COCCCNC(=O)c1ccc(CSc2nc3cccnc3n2Cc2ccc(OC)cc2)cc1	0	9	?	-2	-21%	-5%	-3	-6	7.0%

High-throughput results from PubChem.

An excerpt; the hit share may differ from the screen's.
